High-throughput results as filed in PubChem.
PPARg SRC-3 ag – PPARgamma agonists recruiting SRC-3 coactivator, primary screen, biochemical; activation, % at 8 µM; 200,000 compounds, 0.26% hits; biochemical PPARgamma/SRC-3 coactivator recruitment assay; Peroxisome proliferator-activated receptor gamma (Homo sapiens), P37231; in the data active means activation above about 23%;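 further: 0% = DMSO and 100% = reference agonist; some compounds past the cut are filed as inactive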
S1P3 antagonist – S1P3 receptor antagonists, primary screen, cell-based; 170,000 compounds, 0.27% hits; AID 485, 2006; Sphingosine 1-phosphate receptor 3 (Homo sapiens), Q99500; inhibition, % at 4.98 µM; CHO S1P3 NFAT-BLA reporter, FRET fluorescence, antagonist mode;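 active means inhibition above the plate cutoff, the mean inhibition of test wells on that plate plus 3 SD, cut at about 28% in these data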;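 further: cells challenged with S1P at its EC80 of 0.8 µM; blue over green emission ratio from cleaved BLA substrate after 4 h stimulation; 0% = S1P-stimulated wells and 100% = unstimulated DMSO-only wells; some compounds past the cut are filed as inactive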
Target sequence (Q99500 whole entry, looked up): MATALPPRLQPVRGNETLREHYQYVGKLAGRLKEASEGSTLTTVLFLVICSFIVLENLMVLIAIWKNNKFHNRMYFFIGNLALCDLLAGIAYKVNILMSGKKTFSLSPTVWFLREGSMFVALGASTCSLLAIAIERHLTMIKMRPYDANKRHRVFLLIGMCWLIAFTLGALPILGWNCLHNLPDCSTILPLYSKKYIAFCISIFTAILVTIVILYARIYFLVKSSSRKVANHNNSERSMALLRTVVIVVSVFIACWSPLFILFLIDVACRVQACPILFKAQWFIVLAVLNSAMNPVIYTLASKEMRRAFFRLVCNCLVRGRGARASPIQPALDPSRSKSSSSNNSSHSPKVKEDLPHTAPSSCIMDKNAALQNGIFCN
bIAP inh – bovine intestinal alkaline phosphatase inhibitors, primary screen, selectivity assay for TNAP inhibitor project, biochemical, bovine IAP, CDP-star luminescence. AID 1019, 2008. inhibition, % at 20 µM. 190,000 tested, under 10 active. alkaline phosphatase, intestinal [Bos taurus]. purified bovine IAP, 30 min;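 active means over 50% inhibition of intestinal alkaline phosphatase at 20 µM in the single-dose screen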
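Incubation: 30 min reaction at room temperature / Material: purified bovine intestinal alkaline phosphatase (IAP) enzyme / Input: enzyme at 1/65,000,000 dilution / Dosing: 20 µM single dose / Signal: CDP-star luminescence signal / Reagent: CDP-star chemiluminescent phosphatase substrate, 30 µM final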
SRC2 TRFRET art – TR-FRET signal artefacts, primary screen, artefact control for PPARgamma SRC-2 agonist project, biochemical; AID 1049, 2008; TR-FRET ratio at 8 µM; 200,000 compounds, 0.4% hits; TR-FRET artefact counter-screen; stronger effect = higher value; in the data active means TR-FRET ratio above about 2000; further: inactives centre near 1500
PPARg SRC-2 ag – agonists of PPARg-SRC-2 recruitment, primary screen, biochemical, HTS; Peroxisome proliferator-activated receptor gamma (Homo sapiens), P37231; PPARgamma LBD-SRC-2 recruitment; activation, % at 8 µM; 200,000 compounds, 0.34% hits; AID 1032, 2008; in the data active means activation above about 22%;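 further: 0% = vehicle and 100% = reference agonist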
PPARg SRC-1 ag – PPARgamma agonists recruiting SRC-1 coactivator, primary screen, biochemical | PPARgamma-SRC-1 coactivator recruitment biochemical assay | activation, % at 8 µM | 200,000 compounds, 0.41% hits | AID 631, 2007; in the data active means activation above about 19%;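 further: 0% = DMSO and 100% = reference agonist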
HMGR II inh – inhibitors of E. faecalis class II HMGR, primary screen, biochemical, Enterococcus faecalis; HMG-CoA reductase (Enterococcus faecalis, mvaE); purified E. faecalis HMGR, NADPH absorbance 340 nm kinetic; inhibition, % at 10 µM; 190,000 compounds, 0.41% hits; AID 1066, 2008;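 active means inhibition above a set limit, the median over all tested compounds plus 3 SD, cut at about 9.5% in these data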;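 further: enzyme runs in reverse so mevalonate oxidation gives rising NADPH absorbance; 0% = complete reaction with DMSO and 100% = background rate lacking mevalonate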
RAM inhibit – inhibitors of the yeast RAM network, primary screen, dse1pr::URA3 reporter, 5-FOA selection | S. cerevisiae dse1pr::URA3 reporter, 5-FOA growth OD615, 2 d; analog-sensitive cbk1-as2 kinase mutant strain | inhibition, % at 50 µM | 190,000 compounds, 1.8% hits;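 active means inhibition above a set limit, 3 SD over mean compound inhibition, cut at about 8.4% in these data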;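 further: 0% = DMSO-only wells with no growth and 100% = 10 µM 1-NA-PP1 full growth; inhibition rescues growth on 5-FOA so higher OD means more RAM inhibition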
ROMK mod – ROMK potassium channel modulators, primary screen, cell-based, thallium flux, MLSMR library; Tet-inducible ROMK, thallium flux fluorescence; actives lie on both sides; 130,000 compounds, 2% hits; B-score at 10 µM; ATP-sensitive inward rectifier potassium channel 1 (Homo sapiens), P48048;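 active means signal ratio slope over the read window, or its plate-corrected B-score, at least 3 SD from the plate mean, either direction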;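 further: B-score of the F/F0 ratio slope over 7 to 12 s after thallium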
Target sequence (P48048 whole entry, looked up): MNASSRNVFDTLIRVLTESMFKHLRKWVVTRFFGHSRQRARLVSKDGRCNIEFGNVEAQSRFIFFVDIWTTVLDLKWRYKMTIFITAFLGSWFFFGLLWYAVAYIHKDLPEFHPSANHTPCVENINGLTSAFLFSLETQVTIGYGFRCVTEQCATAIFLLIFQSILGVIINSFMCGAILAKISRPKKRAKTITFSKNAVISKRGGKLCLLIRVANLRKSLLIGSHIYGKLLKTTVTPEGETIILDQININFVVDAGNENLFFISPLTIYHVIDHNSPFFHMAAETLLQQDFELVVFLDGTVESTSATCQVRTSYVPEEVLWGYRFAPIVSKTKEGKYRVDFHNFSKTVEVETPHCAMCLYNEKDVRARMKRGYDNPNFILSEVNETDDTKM
Lmaj promast – Leishmania major promastigote growth inhibition, primary screen; Leishmania major promastigotes, resazurin fluorescence viability; inhibition, % at 10 µM; 200,000 compounds, 9% hits; AID 1063, 2008; in the data active means inhibition above about 50%;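 further: promastigotes grown with compound for 44 hours at 28 °C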
DTT redox prof – compounds producing H2O2 with reducing agent – biochemical, NIH compound library profiling, artefact control for MLSCN library redox annotation, primary screen; DTT-dependent redox cycling H2O2, phenol red/HRP absorbance; 100% = 100 µM peroxide control, 0% = buffer; activation, % at 10 µM; 200,000 compounds, 0.03% hits;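 active means activation of at least 50% relative to the plate's high and low controls in the primary single-dose screen; inactive means activation below 50%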;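 further: compound incubated with DTT at 0.8 mM final as the reducing agent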
Starred values were filed as active, the others as inactive; x = no result given.

#	structure	PPARg SRC-3 ag	S1P3 antagonist	bIAP inh	SRC2 TRFRET art	PPARg SRC-2 ag	PPARg SRC-1 ag
1	CC(C)CCNC(=O)C(=O)Nc1ccccc1	0	-5	-8	1695	-6	-4
2	Cn1c(=O)n(C)c2cc([N+](=O)[O-])c(N3CCN(C(=O)c4ccc(Cl)cc4)CC3)cc21	-1	x	3	1446	-9	0
3	CCOC(=O)c1ccc(NC(=O)NC(C)C2CCCO2)cc1 (stereo not drawn)	-2	9	2	1755	0	0
4	CCCCC(=O)NNC(=S)NC(=O)CCC	7	x	-5	1488	0	-1
5	COc1cc(C=O)ccc1OC(=O)c1ccncc1	4	1	-2	1641	-1	8
6	O=C(O)c1ccccc1C(=O)NNc1ccc(Cl)cc1	11	x	-2	1650	3	-1
7	CC(C)(C)C(=O)Nc1ccccc1C(=O)NCCCn1ccnc1	-2	-9	-22	1468	-3	2
8	CCc1sc(C(=O)NC)cc1Br	10	-9	10	1575	7	4
9	OCc1ccccc1OCCOc1ccc(Cl)c2cccnc12	-8	14	-1	1373	-1	3
10	CN(C)S(=O)(=O)c1cccc(NC(=O)c2cc(=O)[nH]c3ccccc23)c1	-6	-6	-7	1629	-2	-3
11	O=c1c2ccccc2nc2ccc(NCc3cccs3)nn12	7	13	8	1582	4	-6
12	O=C(COC(=O)c1ccc(-c2nnc(-c3ccccc3)o2)cc1)c1ccccc1	3	-5	33	2098*	15	5
13	Cc1ccc2[nH]c(=O)c(C(c3nnnn3Cc3ccccc3)N3CCc4ccccc43)cc2c1 (stereo not drawn)	1	x	6	1656	3	5
14	O=C(NN1C(=O)c2ccccc2NC1c1ccc([N+](=O)[O-])o1)c1ccc(Br)cc1 (stereo not drawn)	-2	0	13	1654	4	8
15	CCCC1OC23CCCCC2C(C#N)(C#N)C1(C#N)C(=N)O3 (stereo not drawn)	3	-5	-6	1578	8	0

#	HMGR II inh	RAM inhibit	ROMK mod	Lmaj promast	DTT redox prof
1	3	3.8	0.028	-3	-0.7
2	-3	0.6	-0.66	5	-0.4
3	-4	1.9	-0.17	-4	-0.3
4	-5	-1.4	x	32	0.2
5	-1	3.0	-0.86	-5	-0.4
6	0	-0.4	x	30	-2.1
7	-7	1.0	0.35	1	-2.0
8	-2	1.3	x	0	0.2
9	-3	0.8	-0.78	10	2.3
10	-5	3.3	0.06	4	-0.9
11	-7	0.9	0.32	12	-0.2
12	-1	0.2	x	-7	0.3
13	-5	2.6	-0.066	74*	0.4
14	-2	-1.4	-0.18	95*	-0.2
15	-3	0.5	0.042	6	-0.8

Part of the list above, reformatted:
item	Molecule	PPARg SRC-3 ag	S1P3 antagonist	bIAP inh	SRC2 TRFRET art	PPARg SRC-2 ag	PPARg SRC-1 ag	HMGR II inh	RAM inhibit	ROMK mod	Lmaj promast	DTT redox prof
12	O=C(COC(=O)c1ccc(-c2nnc(-c3ccccc3)o2)cc1)c1ccccc1	3	-5	33	2098*	15	5	-1	0.2	x	-7	0.3
3	CCOC(=O)c1ccc(NC(=O)NC(C)C2CCCO2)cc1 (stereo not drawn)	-2	9	2	1755	0	0	-4	1.9	-0.17	-4	-0.3
5	COc1cc(C=O)ccc1OC(=O)c1ccncc1	4	1	-2	1641	-1	8	-1	3.0	-0.86	-5	-0.4
9	OCc1ccccc1OCCOc1ccc(Cl)c2cccnc12	-8	14	-1	1373	-1	3	-3	0.8	-0.78	10	2.3
2	Cn1c(=O)n(C)c2cc([N+](=O)[O-])c(N3CCN(C(=O)c4ccc(Cl)cc4)CC3)cc21	-1	x	3	1446	-9	0	-3	0.6	-0.66	5	-0.4

Next section
#	structure	PPARg SRC-3 ag	S1P3 antagonist	bIAP inh	SRC2 TRFRET art	PPARg SRC-2 ag	PPARg SRC-1 ag
16	Cc1nn(C)c(Cl)c1CN1CCCC(CCC(=O)NCc2ccccc2F)C1 (stereo not drawn)	3	10	-10	1615	1	3
17	COC(=O)c1ccc(Nc2cc(C)nc(-c3ccccc3O)n2)cc1	-1	x	23	1480	-5	-1
18	O=C(O)CC(Cc1ccc(Cl)cc1)C(=O)NCc1ccccc1 (stereo not drawn)	6	-12	28	1603	3	2
19	COc1cc(C2CC(=O)N(CC(=O)NCC3CCCO3)c3ccccc3S2)cc(OC)c1OC (stereo not drawn)	1	4	-14	1713	4	6
20	CCCC(C(=O)NC(C)(C)C)N(C(=O)c1snc(C(N)=O)c1N)c1ccc2c(c1)OCCO2 (stereo not drawn)	-2	-12	-1	1372	-3	8
21	CC1CCCC(NC(=O)C2CCN(S(=O)(=O)N3CCC4(CC3)OCCO4)CC2)C1C (stereo not drawn)	-1	1	-10	1455	1	4
22	CCOC(=O)C1CCN(C(=O)CSc2cc(=O)n(CC)c3ccccc23)CC1	62*	-20	5	2661*	53*	44*
23	CCOC(=O)c1sc(NC(=O)Cc2c(F)cccc2Cl)nc1C	-4	2	2	1577	-3	-1
24	COc1cc(CC(NC(C)=O)C(=O)NC2CCN(C(=O)C3CC3)CC2)cc(OC)c1 (stereo not drawn)	-1	-27	-6	1590	-3	3
25	O=C(NCc1ccccc1)N1CCC(n2cnc3cc(F)ccc32)CC1	14	-4	5	1605	2	0
26	Cc1ccc(OCC(=O)N/N=C\c2ccco2)c(C)c1	-8	x	5	1432	0	1
27	CC(C)CC(=O)N1CCN(CC2CC=CCC2)CC1 (stereo not drawn)	6	x	1	1410	-3	-6
28	CCOc1ccc(NC(=O)N2CCC(n3nnc4ccccc43)CC2)cc1	-1	0	-12	1421	2	1
29	Cc1nnc2c(-c3ccccc3)nc3ccccc3n12	-4	-17	10	1381	1	4
30	COC(=O)c1ccc(NC(=O)CSc2nncn2C)cc1	-7	2	12	1411	1	1

#	HMGR II inh	RAM inhibit	ROMK mod	Lmaj promast	DTT redox prof
16	-2	-0.7	0.049	37	-0.4
17	-7	3.5	0.58	-5	1.5
18	-3	0.7	x	-4	-0.4
19	-15	-0.1	x	-5	0.5
20	-2	1.1	1.1	52*	-2.2
21	-1	0.2	x	-1	2.0
22	-4	-0.7	-1.2	4	0.8
23	0	2.2	-0.24	30	-0.2
24	9.6*	1.6	-0.33	1	-0.8
25	-3	1.8	x	6	-4.1
26	4	0.8	x	4	1.6
27	4	1.6	-0.23	27	1.4
28	-6	-0.1	-0.035	26	-1.5
29	-3	2.3	0.44	0	3.5
30	-2	0.7	-0.49	4	0.0

The list continues:
#	structure	PPARg SRC-3 ag	S1P3 antagonist	bIAP inh	SRC2 TRFRET art	PPARg SRC-2 ag	PPARg SRC-1 ag
31	Cc1ccc(C)c2[nH]c(=O)c(CCNC(=O)Cc3cccs3)cc12	3	4	5	1606	4	-3
32	COc1ccc(OCC(=O)Nc2ccc(S(=O)(=O)Nc3cc(C)nc(C)n3)cc2)cc1	-7	x	-2	1566	-11	3
33	O=C(NCCCCc1ccccc1)c1ccc(Br)o1	-2	x	6	1537	13	4
34	Cc1nn(-c2ccccc2)c(Cl)c1/C=N/NC(=O)OC(C)(C)C	2	6	37	1724	-5	-2
35	CC1CN(C(=O)c2cccs2)CC(C)O1 (stereo not drawn)	4	-21	6	1574	8	0
36	CCOP(=O)(OCC)C(Nc1ccc([N+](=O)[O-])cc1)c1ccc(Cl)cc1 (stereo not drawn)	-5	7	8	1580	-4	-6
37	O=C(NC1=C(Nc2ccc(F)cc2)C(=O)c2ccccc2C1=O)c1ccc(Cl)cc1	-1	-7	-5	1530	-4	-5
38	Cc1cccc(N2C(=O)c3cccc4c(N5CCCCC5)c([N+](=O)[O-])cc(c34)C2=O)c1C	2	-6	12	1504	-8	5
39	COc1ccc(/C=C(\C#N)C(=O)OCC(=O)Nc2c(C)cccc2C)cc1	4	-3	8	1633	7	-1
40	COc1ccc(C(=O)c2ccccc2Cl)cc1OC	-1	-10	10	1588	-2	-1
41	CCCNC(=O)CCn1c(-c2ccc(C)cc2)cc(C(=O)OCC)c1C	2	x	2	1518	9	-2
42	CCC(CO)NCc1sccc1C (stereo not drawn)	1	5	5	1327	-1	-1
43	CCSc1nnc(-c2ccccc2NC(=O)CC)c(=O)[nH]1	-3	-61	5	1351	-8	1
44	COc1ccc(NC(=O)C(=O)NCC(=O)Nc2cccc(C(F)(F)F)c2)cc1	-2	-5	6	1695	1	9
45	Cc1ccc(S(=O)(=O)N2CCN(C(=O)c3ccc([N+](=O)[O-])cc3)C2)cc1	0	-1	5	1444	2	0

#	HMGR II inh	RAM inhibit	ROMK mod	Lmaj promast	DTT redox prof
31	6	4.7	0.077	-3	0.6
32	2	-0.6	1.2	0	-0.6
33	-5	4.0	x	0	0.8
34	0	-0.8	x	2	0.6
35	-4	1.5	0.84	-5	-0.7
36	2	2.4	-1.5	37	-0.5
37	-6	2.9	-0.23	96*	-0.3
38	-4	3.5	1.6	89*	0.5
39	0	3.6	0.75	-5	0.0
40	-3	-0.4	-0.38	5	-1.4
41	3	6.3	x	1	-0.9
42	10*	0.5	-0.73	-6	0.3
43	0	1.3	x	-2	0.4
44	-2	4.1	-0.04	-5	1.9
45	0	0.3	-0.019	-4	0.1

(continued)
#	structure	PPARg SRC-3 ag	S1P3 antagonist	bIAP inh	SRC2 TRFRET art	PPARg SRC-2 ag	PPARg SRC-1 ag
46	Cc1cc2c(cc1C)N(C(=O)CSc1nncn1C)C(C)(C)c1ssc(=S)c1-2	11	x	10	1596	14	2
47	COc1ccc(C(=O)Nn2c(SCC(=O)N3CCC(C)CC3)nc3ccccc3c2=O)cc1	9	x	-8	1759	6	4
48	COc1ccc(S(=O)(=O)N(CC(=O)NCc2ccco2)c2ccccc2)cc1	0	x	0	1408	0	4
49	COc1ccc(S(=O)(=O)NCc2ccccn2)c(Cl)c1Cl	2	-1	-28	1688	1	0
50	O=C(CNC(=O)c1ccccc1)NC1(C(=O)NC2CCCCC2)CCCCC1	5	-6	-1	1788	-6	-2
51	Cc1ccc(S(=O)(=O)Nc2cc(Cl)c(O)cc2C)cc1	2	x	8	1447	8	5

#	HMGR II inh	RAM inhibit	ROMK mod	Lmaj promast	DTT redox prof
46	2	0.8	-3.5*	20	-0.6
47	-1	5.2	x	-9	0.9
48	-2	3.4	-0.72	44	0.1
49	-12	1.2	x	-7	2.3
50	-6	0.8	-0.32	-3	-0.3
51	1	1.0	x	-1	-7.8
